# High-throughput results as filed in PubChem.
# S1P2 antag – blocks the human S1P2 receptor; AID 736; O95136; 0.21% of 97,000 active; inhibition, % at 5 µM; cell-based S1P2 antagonist assay, inhibition at 5 uM; in the data active = inhibition above about 45%;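 also: CRE beta-lactamase reporter cells expressing human S1P2 stimulated with S1P; 0% = agonist at EC80 alone and 100% = agonist plus reference antagonist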
# Target sequence (O95136 whole entry, looked up): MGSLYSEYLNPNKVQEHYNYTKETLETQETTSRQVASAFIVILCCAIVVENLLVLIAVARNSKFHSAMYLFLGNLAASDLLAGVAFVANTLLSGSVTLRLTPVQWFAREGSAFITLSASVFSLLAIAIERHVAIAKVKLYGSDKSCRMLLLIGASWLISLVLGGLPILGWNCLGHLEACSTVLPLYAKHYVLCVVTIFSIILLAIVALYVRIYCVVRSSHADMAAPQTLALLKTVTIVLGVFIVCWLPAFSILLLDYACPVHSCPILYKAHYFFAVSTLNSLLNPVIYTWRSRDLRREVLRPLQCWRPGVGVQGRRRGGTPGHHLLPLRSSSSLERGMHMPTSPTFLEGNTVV
# sEH inh – blocks human soluble epoxide hydrolase activity | P34913 | recombinant human sEH enzymatic activity assay | inhibition, % at 2 µM | 0.34% of 91,000 active | AID 707; in the data active = inhibition above about 80%; also: values of inactives mirror those of a sister screen read the other way; many of its hits are not listed in these tables
# Target sequence (P34913 whole entry, looked up): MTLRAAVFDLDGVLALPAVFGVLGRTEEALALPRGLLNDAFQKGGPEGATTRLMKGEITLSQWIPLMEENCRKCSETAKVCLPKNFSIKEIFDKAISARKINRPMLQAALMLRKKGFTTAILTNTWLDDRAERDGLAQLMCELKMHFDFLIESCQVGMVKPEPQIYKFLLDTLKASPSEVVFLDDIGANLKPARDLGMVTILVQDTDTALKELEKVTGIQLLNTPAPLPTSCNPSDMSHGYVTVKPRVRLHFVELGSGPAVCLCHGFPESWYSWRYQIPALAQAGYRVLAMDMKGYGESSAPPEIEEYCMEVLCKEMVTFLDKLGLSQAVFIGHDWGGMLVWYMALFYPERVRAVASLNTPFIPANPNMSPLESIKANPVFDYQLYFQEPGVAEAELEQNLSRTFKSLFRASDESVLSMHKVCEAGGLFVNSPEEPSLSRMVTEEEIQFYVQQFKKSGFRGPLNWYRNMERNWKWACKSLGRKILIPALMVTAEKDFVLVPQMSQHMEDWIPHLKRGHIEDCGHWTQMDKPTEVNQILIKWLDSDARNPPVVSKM
# PostGolgi yeast – growth inhibition of a yeast mutant, post-Golgi transport screen; post-Golgi transport phenotypic cell assay; inhibition, % at 10 µM; 0.9% of 98,000 active; AID 739;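 also: yeast cells grown in 1536-well plates; yeast grown about 18 h at 30C before absorbance read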
# sEH activator – increases human soluble epoxide hydrolase activity | P34913 | purified human sEH enzymatic activity, activator screen | activation, % at 2 µM | 0.04% of 91,000 active; in the data active = activation above about 37%; also: values of inactives mirror those of a sister screen read the other way
# CYP2C19 act – cytochrome P450 2C19 (human) activation; activation factor at 5 µM; 96,000 tested, under 10 active; recombinant CYP2C19, luciferin-H EGE luminescence; active compounds read high; 0 = fully inhibited enzyme, 1 = untreated enzyme; P33261;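 active = activation factor of at least 2 at 5 µM in the primary screen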;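 also: 0 = wells with 2.5 mM tranylcypromine and 1 = vehicle-only wells; values of inactives mirror those of a sister screen read the other way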
# S1P2 agonist – activates the human S1P2 receptor; O95136; S1P2-expressing cell line, agonist reporter read-out; activation, % at 4.5 µM; 0.46% of 97,000 active; AID 729; in the data active = activation above about 16%;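 also: 0% = vehicle low control and 100% = maximal reference agonist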
# PostGolgi ctrl – yeast control strain growth, post-Golgi counter-screen. efflux-deficient yeast background strain, growth absorbance A615, 16 h. inhibition, % at 10 µM. AID 738. 5% of 98,000 active
# CYP2C19 inhib – inhibitors of human CYP2C19; CYP2C19 Supersomes, luciferin-H EGE luminescence, 30 min; 21% of 96,000 active; inhibition, % at 5 µM;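 active = CYP2C19 inhibition above a set limit at 5 µM in the primary screen, cut at about 50% in these data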;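 also: plate controls were negative control wells for no effect and 2.5 mM tranylcypromine positive control for full effect; values of inactives mirror those of a sister screen read the other way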
# hDAT+cocaine – modulates human dopamine transporter uptake under cocaine; Q01959; LLC-PK1 hDAT cells, [14C]-dopamine uptake with cocaine IC80; actives deviate in either direction; B-score at 10 µM; AID 449768; 1.3% of 110,000 active;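 active = Z score or B-score, a plate-position-corrected score, falls beyond the plate's 99.7% confidence bounds, in either direction; inactive = both scores lie inside the 99.7% bounds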;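 also: scored against the spread of the other compound wells on the same plate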
# * marks the source's active call; other numbers are inactive results; . = not tested or not shown. Rule as the data show it, unless noted: active = inhibition above about 30%; inactive = the rest.
SMILES,S1P2 antag,sEH inh,PostGolgi yeast,sEH activator,CYP2C19 act,S1P2 agonist,PostGolgi ctrl,CYP2C19 inhib,hDAT+cocaine
N=C(N)SCc1cccc2ccccc12,32,3,1,-5,1,-2,3,-4,0.57
Cc1cc(C)n2nc(SCc3nnc(SCCCCl)o3)nc2n1,5,-5,1,6,0.9,-4,1,10,0.35
CC1CCCCN1Cc1nc2c(c(=O)n(C)c(=O)n2C)n1CCc1ccccc1 (centres undefined),-38,1,-5,4,0.8,-9,38*,19,0.38
CSc1ccc(-c2nc3cnccn3c2Nc2ccc3c(c2)OCO3)cc1,-30,-6,-11,4,0,4,16,96*,1.2
CCC(O)c1cc2c(cc1NC(=O)c1ccc(C)cc1)OCCO2 (centres undefined),-7,-14,-6,15,0.4,-3,5,64*,0.0062
COc1ccc(N(CC(=O)N2CCCC(C)C2)S(=O)(=O)c2c(C)nn(C)c2C)cc1 (centres undefined),7,-6,-2,3,0.5,-2,-7,53*,0.66
CCCn1c(=O)c2ccccc2n2c(SCC(=O)NCc3cccs3)nnc12,18,-8,-1,6,0.9,-4,40*,9,0.81
Cc1cc2ccccc2c(=O)n1CC(=O)NCC(=O)N(C)C1CCCCC1,-10,6,-4,-5,0.9,-3,-4,7,0.3
Cc1ccc(S(=O)(=O)N2C(=S)SCC2(C)C)cc1,-8,.,3,.,0.3,-3,10,74*,-0.43
O=C(c1cc2c(s1)-c1ccccc1S(=O)(=O)C2)N1CCN(Cc2ccccc2)CC1,-11,.,-4,.,0.6,-1,11,43,.
COc1ccc(OC/C(O)=C(\C#N)c2nc3ccccc3[nH]2)cc1,-10,-18,-4,14,1.1,-5,3,-14,.
CC1(N2CCCCC2)CC2(O)C(=[N+]1[O-])CCC/C2=N\O (centres undefined),9,3,-9,-1,1,-6,-2,-3,-0.19
CC(C(=O)NC1CCCC1)N(Cc1ccc2c(c1)OCO2)C(=O)c1snc(C(N)=O)c1N (centres undefined),-3,-1,1,-1,0,-9,9,99*,-0.27
COc1ccc(-n2c(C)nc3c(cnn3-c3ccc(C)c(C)c3)c2=O)cc1,23,0,6,1,1.1,-9,20,-8,0.035
C=C1c2cc(CC)ccc2NC(=O)N1c1ccc(C)cc1,10,.,4,.,0.7,-4,7,33,0.27
CCc1ccc(NC(=O)N(CCOC)C2CCN(C(C)=O)CC2)cc1,-12,-5,-8,4,0.9,-1,9,8,0.35
CCOC(=O)Cn1c(=O)oc2cc(S(=O)(=O)N3CCn4c3nc3ccccc34)ccc21,-7,0,7,-1,0.9,-4,2,15,-1.2
CC(C)CC(NC(=O)c1ccco1)C(=O)Nc1ccc2c(c1)OCCO2 (centres undefined),12,-1,-10,3,0.8,-2,-5,18,0.5
c1ccc(Nc2nc(-c3ccncc3)cs2)cc1,-4,10,.,-5,.,-7,.,.,-0.25
COc1ccc(CCn2c3c(c(=O)[nH]c2=O)C(NC(=O)c2cccs2)(C(F)(F)F)C(=O)N3)cc1OC (centres undefined),4,-1,6,4,1,-7,14,0,0.038
Cc1cccc(C(=O)n2c(=S)nc3ccccn32)c1,-2,0,-4,2,0.6,-7,2,36,0.71
CCCCc1cc(=O)oc2cc(C)cc(O)c12,-12,4,-3,-4,0.4,-5,25,55*,-0.44
CCN(CC)C(=O)COc1ccc2oc(C)c(C(=O)OC(C)C)c2c1,-20,-5,-4,4,0.7,-3,10,28,-0.02
Cc1nnc2c3ccccc3c(-c3ccc(O)cc3)nn12,-17,-6,-2,4,1.1,-3,22,-10,.
c1ccc2c(c1)NC(c1ccncc1)n1c-2nc2ccccc21 (centres undefined),-11,.,-3,.,.,-5,9,.,-0.0016

# Taken from the listing, two compounds:
SMILES,S1P2 antag,sEH inh,PostGolgi yeast,sEH activator,CYP2C19 act,S1P2 agonist,PostGolgi ctrl,CYP2C19 inhib,hDAT+cocaine
Cc1ccc(S(=O)(=O)N2C(=S)SCC2(C)C)cc1,-8,.,3,.,0.3,-3,10,74*,-0.43
O=C(c1cc2c(s1)-c1ccccc1S(=O)(=O)C2)N1CCN(Cc2ccccc2)CC1,-11,.,-4,.,0.6,-1,11,43,.

# (next part)
SMILES,S1P2 antag,sEH inh,PostGolgi yeast,sEH activator,CYP2C19 act,S1P2 agonist,PostGolgi ctrl,CYP2C19 inhib,hDAT+cocaine
CC(C)(C)C(=O)NC1(C(F)(F)F)C(=O)Nc2c1c(=O)[nH]c(=O)n2Cc1ccco1 (centres undefined),.,.,3,.,1.1,.,3,-8,.
Cn1ccnc1SCC(=O)Nc1cccc(O)c1,-1,4,0,-6,0.9,-2,0,6,-1.2
c1ccc(-c2cn3nc(-c4ccccc4)c(-c4ccccc4)nc3n2)cc1,31,-23,10,21,1,-1,23,2,0.92
COc1cccc(-c2nc(CS(=O)CC(=O)O)c(C)o2)c1 (centres undefined),1,-1,-5,3,1,-3,-4,-1,-0.61
O=C(NC1CCCCC1)N(CCN1CCOCC1)Cc1cc2cc3c(cc2[nH]c1=O)OCCO3,-20,.,7,.,1,-4,2,4,0.022
COC(=O)c1ccc(NC(=O)CSc2nc3cccnc3n2C)cc1,4,9,.,-9,.,-1,.,.,-0.15
O=S1(=O)CCN(Cc2ccc(Cl)c(Cl)c2)CC1,-23,1,10,-2,0.5,-3,0,54*,0.84
COc1ccccc1NC1=NC(C)(C)N=C(N)N1,-1,7,5,-4,1.1,-7,4,-6,-0.099
COc1ccc(N/N=C(/N=Nc2nc(C)cc(=O)[nH]2)c2ccccc2)cc1,-7,-19,1,19,0.9,-4,3,13,-0.42
CCS(=O)(=O)Nc1c(C)n(C)n(-c2ccccc2)c1=O,7,-9,-2,3,0.9,-2,0,12,-0.42
CC(C)(C)OC(=O)NCCc1nnc(SCC(=O)Nc2cccc(Cl)c2)o1,1,2,5,-4,0.7,-9,3,35,-0.033
CCNC(=S)NNC(=O)c1cc(-c2ccc(OCC)cc2)nc2ccccc12,-22,4,-12,-2,0.6,1,-4,43,-0.00012
COc1ccc2c(C)cc(N3CCOCC3)nc2c1,3,-4,-14,3,0.9,-6,2,7,0.51
c1ccc(-c2cc3n(c2)CCc2ccccc2-3)cc1,13,0,.,5,.,-2,.,.,1.1
O=C(CSc1nnc(-c2cccs2)n1-c1ccccc1)N1CCCC1,3,.,10,.,0.9,-6,9,11,0.66
CC(C)(C)OCC(NC(=O)C(CC(N)=O)NC(=O)OC(C)(C)C)C(=O)OC(C)(C)C (centres undefined),.,.,3,.,1,.,3,3,-0.42
CC1(C)CC(=O)C(C=NCCN2CCN(C(=O)NC34CC5CC(CC(C5)C3)C4)CC2)=C(O)C1,.,.,-1,.,0.8,.,3,22,0.75
COc1cc(O)c(NC(C)=O)c2nonc12,10,.,.,.,1,-7,.,-1,-1.3
O=C(Cn1cc2c(n1)CCCCC2)NCCCN1CCOCC1,.,.,-2,.,1.1,.,-3,-5,-0.43
COC(=O)c1[nH]c(C)c(/C(O)=C2\C(=O)C(=O)N(CCN(C)C)C2c2cc(OC)ccc2OC)c1C (centres undefined),-1,-3,1,3,1.2,-6,0,-17,-0.45
CS(=O)(=O)N(Cc1ccccc1)c1ccccc1C(=O)N1CCN(c2ccccc2)CC1,5,-8,-6,6,0.1,-8,9,94*,-0.43
Cc1c(NC(=O)c2cc(CC(C)C)on2)c(=O)n(-c2ccccc2)n1C,13,1,-6,-2,0.9,-5,9,6,-0.055
COc1ccc(C)c2sc(N3CCCC3)nc12,2,11,5,-11,1,2,8,-2,0.5
O=C(COc1cccc2ccccc12)N1c2ccccc2CCc2ccccc21,11,1,18,-3,0.2,-8,32*,76*,2.3
COc1cc(CC(=O)NCc2ccccn2)cc(OC)c1OC,6,-7,-11,5,0.9,-1,9,14,-0.24

# Given with each value named: entries from further up.
> CC(C)CC(NC(=O)c1ccco1)C(=O)Nc1ccc2c(c1)OCCO2 (centres undefined)
  S1P2 antag = 12
  sEH inh = -1
  PostGolgi yeast = -10
  sEH activator = 3
  CYP2C19 act = 0.8
  S1P2 agonist = -2
  PostGolgi ctrl = -5
  CYP2C19 inhib = 18
  hDAT+cocaine = 0.5

> c1ccc(Nc2nc(-c3ccncc3)cs2)cc1
  S1P2 antag = -4
  sEH inh = 10
  PostGolgi yeast = .
  sEH activator = -5
  CYP2C19 act = .
  S1P2 agonist = -7
  PostGolgi ctrl = .
  CYP2C19 inhib = .
  hDAT+cocaine = -0.25

> COc1ccc(CCn2c3c(c(=O)[nH]c2=O)C(NC(=O)c2cccs2)(C(F)(F)F)C(=O)N3)cc1OC (centres undefined)
  S1P2 antag = 4
  sEH inh = -1
  PostGolgi yeast = 6
  sEH activator = 4
  CYP2C19 act = 1
  S1P2 agonist = -7
  PostGolgi ctrl = 14
  CYP2C19 inhib = 0
  hDAT+cocaine = 0.038

> Cc1cccc(C(=O)n2c(=S)nc3ccccn32)c1
  S1P2 antag = -2
  sEH inh = 0
  PostGolgi yeast = -4
  sEH activator = 2
  CYP2C19 act = 0.6
  S1P2 agonist = -7
  PostGolgi ctrl = 2
  CYP2C19 inhib = 36
  hDAT+cocaine = 0.71

# Next section
SMILES,S1P2 antag,sEH inh,PostGolgi yeast,sEH activator,CYP2C19 act,S1P2 agonist,PostGolgi ctrl,CYP2C19 inhib,hDAT+cocaine
Cc1cccc(NC(=O)CCN2CCOCC2)c1,11,.,0,.,1.1,-4,7,-8,-0.5
CCCN(CCC)C(=O)Cn1c2ccccc2c2nc(=O)cc(C)n21,-14,.,0,.,1,0,0,4,.
CC(=O)Nc1ccc(S(=O)(=O)NCCc2ccc(F)cc2)cc1,19,.,1,.,0.4,-4,11,58*,0.82
O=C(NC12CC3CC(CC(C3)C1)C2)N1CCCC(CO)C1 (centres undefined),-5,5,-29,0,0.9,-2,7,6,0.22
Cc1cc(NC(=O)c2ccc(Cn3nc(C)c(Br)c3C)o2)no1,-13,10,-5,-9,0.5,-3,10,49,-1.2
CCOC(=O)N1CCN(C(=O)Nc2ccc(Cl)cc2)CC1,-5,47,-4,-46,0.8,-1,36*,16,1.2
CC12CC3CC(C)(C1)CC(C(=O)NC1=NCCS1)(C3)C2,-3,-1,-2,1,0.4,-2,38*,58*,0.58
CC1(NC(=O)c2cc(S(=O)(=O)N3CCCCC3)ccc2Cl)CCS(=O)(=O)C1 (centres undefined),-20,-5,-3,3,0.9,-2,17,6,-0.62
C=CCn1c(=N)c(C#N)cc2c(=O)n3ccccc3nc21,-58,4,.,2,.,9,.,.,-0.063
COc1ccc(OCC(=O)Nc2nc3ccccc3[nH]2)cc1,-7,8,-1,-8,1,-5,0,-5,-0.71
O=c1[nH]ncc2c3ccccc3n(Cc3ccccc3F)c12,4,-6,0,4,1,-6,1,1,-0.98
CC12CN(S(=O)(=O)c3ccccc3)CC(C)(CN(S(=O)(=O)c3ccccc3)C1)C2,-2,6,0,-4,0.9,-2,13,12,-0.45
O=C(NCCN1CCCCC1)Nc1ccccc1,-21,-4,-5,3,1,0,3,-1,-0.49
O=C(NCc1ccco1)c1cccc(Nc2nc3ccc(Br)cc3[nH]2)c1,-3,7,3,-9,0.7,0,-4,34,-0.14

# Entries of single compounds as entered above. Order of values: S1P2 antag | sEH inh | PostGolgi yeast | sEH activator | CYP2C19 act | S1P2 agonist | PostGolgi ctrl | CYP2C19 inhib | hDAT+cocaine
# Profile of CC1CCCCN1Cc1nc2c(c(=O)n(C)c(=O)n2C)n1CCc1ccccc1 (centres undefined) : -38 | 1 | -5 | 4 | 0.8 | -9 | 38* | 19 | 0.38
# Profile of C=C1c2cc(CC)ccc2NC(=O)N1c1ccc(C)cc1 : 10 | . | 4 | . | 0.7 | -4 | 7 | 33 | 0.27
# Profile of c1ccc2c(c1)NC(c1ccncc1)n1c-2nc2ccccc21 (centres undefined) : -11 | . | -3 | . | . | -5 | 9 | . | -0.0016
